IDH1 R132H inh: inhibitors of human mutant IDH1 R132H; O75874; IDH1-R132H enzyme, NADPH consumption, diaphorase/resazurin fluorescence; Potency, µM (series often up to 76.6 µM), for the others: at the highest dose activity change, negative = inhibition, usual class: inhibitors; 0.093% of 390,000 active; further: potency means the concentration at half of the fitted maximal effect; on the % scale 0 is the no-effect control and ±100 the full control effect; nearly all actives have a fitted effect of over 65% in size
Target sequence (O75874 whole entry R132H, stated change not applied): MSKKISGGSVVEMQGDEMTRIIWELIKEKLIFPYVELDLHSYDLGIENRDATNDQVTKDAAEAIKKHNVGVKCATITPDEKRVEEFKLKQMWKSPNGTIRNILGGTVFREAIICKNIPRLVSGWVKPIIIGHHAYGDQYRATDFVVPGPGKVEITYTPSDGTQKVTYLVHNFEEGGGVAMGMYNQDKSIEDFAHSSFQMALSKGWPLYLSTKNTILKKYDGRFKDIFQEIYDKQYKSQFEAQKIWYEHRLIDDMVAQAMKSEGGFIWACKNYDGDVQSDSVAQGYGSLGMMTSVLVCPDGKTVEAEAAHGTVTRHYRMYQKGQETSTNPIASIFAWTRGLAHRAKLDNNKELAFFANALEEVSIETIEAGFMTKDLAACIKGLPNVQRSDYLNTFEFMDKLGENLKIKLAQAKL
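IDH1-R132H (0.5 ug/mL) preincubated 30 min with compound, then NADPH (0.016 mM) and alpha-KG (2 mM) added; 80 min at RT, pH 7.5. Remaining NADPH coupled via diaphorase/resazurin to fluorescence (540/590 nm); concentration-response curves normalized to no-enzyme control.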
RGS4 inh: inhibitors of human regulator of G protein signaling 4. P49798. Transcreener GDP fluorescence polarization, RGS4-accelerated GTP hydrolysis. Potency, µM (doses to about 114 µM), for the others: at the highest dose activity change, negative = inhibition, usual class: inhibitors. 0.039% of 390,000 active; further: potency means the concentration at half of the fitted maximal effect; on the % scale 0 is the no-effect control and ±100 the full control effect; nearly all actives have a fitted effect of over 75% in size; some results filed as inactive show a strong effect at the top dose
Target sequence (P49798 whole entry, looked up): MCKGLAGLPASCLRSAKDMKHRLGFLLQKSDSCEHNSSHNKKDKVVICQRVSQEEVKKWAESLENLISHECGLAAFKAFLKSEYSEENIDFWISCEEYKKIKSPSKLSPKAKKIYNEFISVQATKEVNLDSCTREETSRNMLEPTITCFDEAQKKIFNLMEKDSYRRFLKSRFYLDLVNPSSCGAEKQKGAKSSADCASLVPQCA
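MLSMR compounds (23 nl, pin-transferred) preincubated 10 min at room temperature with a 500nM (2x) first reagent, then RGS4 at 900nM (2x) plus Transcreener GDP mix added; fluorescence polarization (620/688 nm) read before and after 90 min at 30 °C.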
TrxR1 inh: rat TrxR1 inhibition; recombinant rTrxR1, NADPH fluorescence consumption, selenite substrate; Potency, µM (titrated, usually from 114 µM), for inactives: top-dose activity change, negative = inhibition, most hits filed as inhibitors; 1% of 390,000 active; AID 588453; further: potency means the concentration at half of the fitted maximal effect; on the % scale 0 is the no-effect control and ±100 the full control effect; nearly all actives have a fitted effect of over 65% in size
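Rat TrxR1 (90 nM in the dispensed reagent) was pre-reduced with 400 uM NADPH for 5 min at room temperature, then incubated with compound for 15 min. After 400 uM selenite was added, NADPH fluorescence (Ex 340/Em 450 nm) was followed for 8 min.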
Vif-A3F inh: blocks the Vif interaction with APOBEC3F; HeLa A3F-eYFP + Vif (tagged APOBEC3F with the HIV-1 protein that degrades it), YFP fluorescence increase; Potency, µM (series often up to 46.1 µM), without a hit: top-dose activity, negative = active; 0.2% of 390,000 active; further: potency means the concentration at half of the fitted maximal effect; % of control where 0% means no effect; nearly all actives have a fitted effect of over 65% in size
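HeLa cells stably expressing A3F-eYFP plus Vif, plated and incubated overnight at 37 deg C, then exposed to compounds overnight at 37 deg C. Blocked degradation read as raised yellow fluorescence (Ex 488/Em 500-530).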
USP1 inh: USP1/UAF1 (human) deubiquitinase inhibition. O94782. recombinant USP1/UAF1, Ub-Rhodamine cleavage fluorescence. Potency, µM (series often up to 57.1 µM), for inactives: at the top dose activity change, negative = inhibition, hits mostly inhibitors. 0.23% of 390,000 active. AID 743255; further: potency means the concentration at half of the fitted maximal effect; on the % scale 0 is the no-effect control and ±100 the full control effect; nearly all actives have a fitted effect of over 60% in size; inactives centre near -12
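Step one: compound is pinned into 1nM USP1/UAF1 in HEPES pH 7.8 buffer with TCEP. Step two: 15 min room-temperature incubation. Step three: Ub-Rho (150nM final) starts cleavage, tracked by fluorescence over six one-minute reads.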
Vif-A3G inh: Vif-A3G binding inhibition. Q9HC16. HeLa A3G-eYFP + Vif (tagged APOBEC3G with the HIV-1 protein that degrades it), YFP fluorescence, overnight. Potency, µM (highest dose often 46.1 µM), for the others: at the highest dose activity, negative = active, actives largely listed as inhibitors. 0.076% of 410,000 active. AID 602310;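 further: potency means the concentration at half of the fitted maximal effect; on the % scale 0 is the no-effect control and ±100 the full control effect; nearly all actives have a fitted effect of over 60% in size; hits raise eYFP signal because A3G escapes Vif-driven loss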
Target sequence (Q9HC16 whole entry, looked up): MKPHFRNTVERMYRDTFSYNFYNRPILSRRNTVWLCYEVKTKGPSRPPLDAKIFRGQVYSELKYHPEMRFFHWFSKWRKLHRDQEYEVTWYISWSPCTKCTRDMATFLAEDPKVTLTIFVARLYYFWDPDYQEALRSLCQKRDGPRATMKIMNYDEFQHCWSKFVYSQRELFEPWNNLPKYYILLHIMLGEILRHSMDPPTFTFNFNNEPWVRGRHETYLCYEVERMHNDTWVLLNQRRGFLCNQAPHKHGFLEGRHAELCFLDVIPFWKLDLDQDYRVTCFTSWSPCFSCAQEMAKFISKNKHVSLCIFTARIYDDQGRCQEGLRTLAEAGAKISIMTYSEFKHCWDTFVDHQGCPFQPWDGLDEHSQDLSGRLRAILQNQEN
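Read-out is eYFP fluorescence (Ex 488/Em 500-530) from Vif-expressing HeLa A3G-eYFP cells; more signal means A3G escaped Vif-mediated degradation. Cells plated overnight, compound pinned in, incubated overnight at 37 deg C.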
TrxR1 substrate: is turned over as a substrate by rat TrxR1 | O89049 | purified TrxR1 substrate turnover, NADPH consumption readout | Potency, µM (doses to about 114 µM), inactives show at the top dose activity change, negative = substrate turnover | 0.01% of 390,000 active | AID 588456; further: potency means the concentration at half of the fitted maximal effect; on the % scale 0 is the no-effect control and ±100 the full control effect; nearly all actives have a fitted effect of over 50% in size
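Rat TrxR1, dispensed at 90 nM, was prereduced with 400 uM NADPH (final) for 5 min at ~22 deg C, then incubated with compound 15 min before 400 uM selenite. A first-read NADPH fluorescence drop versus no-compound background flagged substrates.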
Glioma ERSR ind: ER stress response induction in glioma; U87-MG GRP78 promoter luciferase reporter, 16 h; Potency, µM, inactives show top-dose activation, actives largely listed as activators; 0.02% of 420,000 active; further: potency means the concentration at half of the fitted maximal effect; series mostly up to about 76 µM; % of control where 0% means no effect; nearly all actives have a fitted effect of over 35% in size
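ERSR induction read as luciferase luminescence (Bright-Glo, 10 min at room temperature) in stably transfected human U87-MG glioma cells exposed to compounds for 16 h, using GRP78 as sensor.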
LDHA inh: inhibitors of human lactate dehydrogenase A. purified LDHA, NADH/diaphorase-resazurin fluorescence; active compounds read low. activity change, % (values are at about 110 or 230 µM). 0.15% of 480,000 active. AID 1347041; in the data active means activity change below about -30%; inconclusive means mostly about -25% to -30%;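 further: plate controls were DMSO wells for no effect and wells without enzyme for full effect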
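Human LDH5 at 2 nM final in Tris HCl pH 7.4 with 0.06 mM NADH and 0.2 mM pyruvate, reacted 5 minutes at room temperature. Remaining NADH coupled via diaphorase/resazurin; resorufin fluorescence read at 0 and 20 minutes, normalized to enzyme-free and DMSO wells.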
Starred values were filed as active, the others as inactive; u = inconclusive; x = no result given; [ ] = remark or other dose. Unless noted, the call rests on the fitted dose curve; in most records, active means well fitted curve in the direction sought with a large enough effect; inconclusive means small, poorly fitted or top-dose-only effect, or another doubt; inactive means no such curve, though single readings can be large; an effect the other way counts as inactive or inconclusive. This is a subset (hit frequency here may not be typical).

SMILES | IDH1 R132H inh | RGS4 inh | TrxR1 inh | Vif-A3F inh | USP1 inh | Vif-A3G inh | TrxR1 substrate | Glioma ERSR ind | LDHA inh
O=C1N=c2ccccc2=C1c1sc(NS(=O)(=O)c2ccccc2)nc1O | 4.5% | 2.9% | 2.8% | 19.1% | -25.7% | -11.2% | -8.1% | -0.2% | 0.1
O=c1[nH]c(-c2ccccc2)nc2sc(-c3ccccc3)cc12 | 0.1% | u | 51.5%[activator][57.1 µM] | -4.8% | -16.2% | -14.0% | 79.8%[activator][57.1 µM] | 7.2% | -0.1
CS(=O)(=O)Nc1ccc(C2=NN(C(=O)c3cccc(F)c3)C(c3cccs3)C2)cc1 (stereo not given) | -5.9% | -4.6% | 8.8% | 5.7% | -20.3% | -3.8% | -5.8% | -2.8% | -3.7
COc1ccc(S(=O)(=O)N2CCN(c3ccc(F)cc3)CC2)cc1C(=O)N1CCCC1 | -3.6% | 2.3% | 18.1%[57.1 µM] | 2.4% | -20.3% | -2.4% | -8.9% | -2.5% | -2.3
O=C(NC(=S)Nc1ccc(Cc2ccncc2)cc1)c1ccccc1F | 3.5% | -10.7% | u | 5.7% | -5.7% | -13.5% | 4.5%[57.1 µM] | -0.2% | -2.0
Cc1cc(C)n(-c2nnc(C)n2/N=C/c2cc(Br)ccc2OCc2ccccc2)n1 | -18.5% | -21.3% | -5.3% | -4.0% | -21.0% | -25.8% | -9.6% | 15.9% | -6.8
COc1cc(NS(=O)(=O)c2c(C)[nH]c(C)c2C(=O)N2CCCCC2)cc(OC)c1OC | -2.5% | -6.2%[11.4 µM] | 28.0% | 0.1% | -0.5% | 3.2% | 1.6% | -4.8% | -0.9
Cc1ccc(OCCSc2nc3ccccc3n2CCC(=O)O)c(C(C)C)c1 | -9.6% | x | x | -9.9% | -20.5% | -2.7% | x | -3.9% | 1.9
O=C(NN=C1CCCC1)c1n[nH]c2c1CCCC2 | 10.9% | 0.0%[11.4 µM] | -3.6% | -5.9% | -23.0% | u | -6.7% | -2.6% | 0.6
Cc1cccc(N/C(N)=N/c2nc(C)cc(=O)[nH]2)c1 | -2.7% | -24.8% | 24.8% | -21.5% | -28.2% | -0.5% | 6.1% | -3.1% | 0.3
Cc1ccc(CNC(=O)C(=O)NCC(c2cccs2)S(=O)(=O)c2ccccc2)cc1 (stereo not given) | 12.6% | -9.3% | 7.9%[57.1 µM] | -0.9% | 6.4% | 4.1% | 3.1%[57.1 µM] | -2.8% | -0.6
CCCSc1nc(=O)c2c(n1C)NC(=O)CC2c1cccc(F)c1F (stereo not given) | 8.2% | 13.2% | 16.3% | 2.7% | -15.3% | -3.9% | 6.1% | -1.7% | -10.5
CCOCCCNC(=O)c1ccccc1NC(=O)C1=C(C)OCCS1 | -3.0% | 37.5% | 15.0% | -10.2% | -8.8% | 0.4% | -1.6% | -0.6% | -7.3
COC(=O)C1=C(C)OC(N)=C(C#N)C1c1cc2cc(C)ccc2nc1Cl (stereo not given) | 2.9% | -13.5% | 22.8%[11.4 µM] | u | -12.0% | -1.1% | 11.3%[11.4 µM] | -2.4% | 4.6
COc1ccc2[nH]c(C(O)C(O)c3nc4c(OC)c(OC)ccc4[nH]3)nc2c1OC (stereo not given) | x | x | 20.6% | x | x | -2.7% | 7.2% | -3.2% | x
S=C(NCCc1ccc(Cl)cc1)NCc1ccccc1 | -1.4% | 20.5% | 20.5% | -17.5% | -13.5% | 3.3% | -8.5% | 1.6% | -6.7
COc1ccc(NC(=O)CCC(=O)N2CCCC2)c([N+](=O)[O-])c1 | -7.5% | 2.8% | 16.5% | 14.6% | -28.2% | -6.6% | 1.0% | -1.0% | -0.3
Cc1ccc(C)c(NC(=O)Cn2c(=O)n(Cc3ccccc3)c(=O)c3oc4ccccc4c32)c1 | -10.6% | 7.2% | 21.4% | -3.1% | -1.0% | 0.5% | 1.1% | -0.8% | -11.7
O=C(COc1ccccc1/C=C1\SC(=O)NC1=O)Nc1ccc(F)cc1 | -3.7% | -23.5% | -7.0%[57.1 µM] | 7.7% | -9.0% | 1.7% | -1.8%[57.1 µM] | -3.3% | -10.0
CCOC(=O)N(C)C[C@@H]1OCc2cnnn2CCCC(=O)N([C@H](C)CO)C[C@@H]1C | 0.1% | x | x | 2.1% | -16.9% | 0.9% | x | -1.8% | -0.7
O=c1c(Cl)c(N2CCCCC2)cnn1-c1nc2ccccc2[nH]1 | 2.0% | -6.8% | 2.4% | -7.7% | 0.2% | -1.8% | -3.2% | -11.2% | -1.1
Oc1cc2ccccc2nc1-c1ccccc1Cl | 0.2% | -4.7% | 12.2%[57.1 µM] | -3.4% | -20.0% | 1.7% | 2.3%[57.1 µM] | 0.1% | 2.9
O=C(Nc1ccccc1)c1ccc(NCC2CCCO2)c(S(=O)(=O)N2CCOCC2)c1 (stereo not given) | 0.1% | -15.8% | 18.4%[57.1 µM] | -12.2% | -10.6% | -3.3% | 5.3%[57.1 µM] | 1.9% | -2.1
Cc1ccccc1C(=O)NC1CCN(CC(=O)Nc2c(C)cccc2C)CC1 | 6.8% | -3.6% | -14.7% | x | -12.7% | 1.5% | -7.1% | -5.9% | -1.6
CC(=O)Nc1ccc(N(C(=O)c2ccco2)C(C(=O)NC2CCCC2)c2ccncc2)cc1 (stereo not given) | 3.9% | -43.9% | 23.7%[57.1 µM] | 13.0% | -13.4% | 0.3% | -7.1% | 1.7% | -1.5
CCCC(=O)NC(=S)Nc1ccc(S(=O)(=O)N2CCc3ccccc32)cc1 | -1.4% | -0.7% | -16.3%[57.1 µM] | 7.6% | 5.8% | 3.5% | -0.2%[57.1 µM] | -1.1% | -9.9
O=C(Nc1ccc(Cl)cc1F)c1oc(=O)c2ccccc2c1-c1ccccc1 | -4.5% | -17.1% | 1.3% | 0.4% | -24.5% | 1.9% | -0.7% | 3.4% | -2.3
Cc1cc(C)c2nc(NC(=O)C3CC(=O)N(Cc4ccco4)C3)sc2c1 (stereo not given) | 2.8% | 5.3% | 12.6%[57.1 µM] | 7.4% | -27.4% | -3.9% | -14.4% | -0.8% | -1.0
Cn1c(=O)c(C(=O)NNC(=O)c2cccc(Cl)c2)c(O)c2ccccc21 | -4.7% | -49.6% | 7.3% | 0.3% | u | -5.3% | 5.7% | -1.5% | -2.9
COc1ccc(S(=O)(=O)N2CCOCC2)cc1NC(=O)CCc1c[nH]c2ccccc12 | -12.2% | 23.2% | -0.8% | 3.4% | -13.0% | -16.4% | -5.4% | -2.3% | -1.4
CC1CCN(S(=O)(=O)c2ccc3c(ccc(=O)n3CC(=O)NCc3ccccc3Cl)c2)CC1 | -11.7% | -4.3% | 15.7%[57.1 µM] | 4.5% | -24.5% | -2.5% | -3.8%[57.1 µM] | 0.1% | -1.5
CCC1CCCCN1C(=O)Cn1c(=O)n(-c2ccccc2C(F)(F)F)c(=O)c2c(C)c(C(=O)N(C)C)sc21 (stereo not given) | -9.0% | 7.0% | 15.3%[57.1 µM] | 3.3% | -14.1% | -1.3% | 9.2%[57.1 µM] | -2.1% | -2.7
COc1ccccc1/C=C/C(=O)OCC(=O)c1c[nH]c2ccccc12 | 2.3% | -24.6% | 6.6% | -0.3% | -17.1% | 0.5% | 4.5% | -2.8% | -0.2
Cc1cc(NC(=O)C2CC(c3c(F)cccc3Cl)=NO2)n(-c2ccccc2)n1 (stereo not given) | 1.1% | 7.0%[56.9 µM] | 11.3% | -1.9% | -23.8% | 3.4% | -3.0% | 2.2% | 0.0
COc1ccc([N+](=O)[O-])cc1NC(=O)COC(=O)c1ccccc1O | -1.6% | -17.0% | 15.8% | -16.1% | -1.6% | 0.5% | -0.6% | -0.1% | -10.9
COc1cccc(CSc2nccn2C)c1 | -3.7% | 27.2% | 26.0% | -9.0% | 4.6% | 0.2% | 0.6% | 0.9% | -9.3
COc1cc(C)ccc1OCCOc1c(Cl)cc(Cl)cc1Cl | 1.0% | 37.8% | 17.4%[57.1 µM] | -3.8% | -15.9% | -5.6% | 10.7%[57.1 µM] | -1.5% | -8.9
COc1ccccc1NS(=O)(=O)c1cccc(NC(=O)Cc2cccs2)c1 | 1.3% | 7.3% | -9.7% | -5.7% | 0.6% | 2.2% | -14.6% | -4.3% | -13.8

Entries of single compounds, looked up by structure.
`COc1ccccc1/C=C/C(=O)OCC(=O)c1c[nH]c2ccccc12` as listed: IDH1 R132H inh: 2.3%; RGS4 inh: -24.6%; TrxR1 inh: 6.6%; Vif-A3F inh: -0.3%; USP1 inh: -17.1%; Vif-A3G inh: 0.5%; TrxR1 substrate: 4.5%; Glioma ERSR ind: -2.8%; LDHA inh: -0.2
`COc1cc(C)ccc1OCCOc1c(Cl)cc(Cl)cc1Cl` as listed: IDH1 R132H inh: 1.0%; RGS4 inh: 37.8%; TrxR1 inh: 17.4%[57.1 µM]; Vif-A3F inh: -3.8%; USP1 inh: -15.9%; Vif-A3G inh: -5.6%; TrxR1 substrate: 10.7%[57.1 µM]; Glioma ERSR ind: -1.5%; LDHA inh: -8.9
